SIAH1 antagonists: Siah-1 peptide-binding antagonists, primary screen, biochemical, fluorescence polarization, rhodamine-plectin, uHTS (AID 1817); E3 ubiquitin-protein ligase SIAH1 (Homo sapiens); Siah-1 / rhodamine-plectin peptide fluorescence polarization; higher % means a stronger effect; displacement, % at 20 µM, or IC50 in µM where a hit was titrated; 0.02% of 290,000 active;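 active means displacement of at least 50% at 20 µM, with a fluorescence ratio check between 0.3 and a set limit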;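 further: plate controls were Siah plus tracer with DMSO for no effect and tracer alone without Siah for full effect; strong numbers were not always called active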
NOD1 inhibition: NOD1 signaling inhibitors, primary screen, cell-based, luminescence, uHTS (AID 1578); NOD1-driven NF-kB luciferase reporter cells, luminescence; higher % means a stronger effect; 1% of 290,000 active; one-dose inhibition, % at 4 µM; EC50 in µM for titrated hits; in the data active means inhibition mostly above about 36%, no sharp cut-off; inactive means mostly below about 34%;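 further: HEK-293T reporter cells stimulated with the NOD1 agonist gamma-tri-DAP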
LYP inhibition: inhibitors of LYP phosphatase, biochemical, fluorescence intensity, uHTS (AID 1779) | inhibition, % at 11.5 µM; hits with a dose series show IC50 in µM | 0.054% of 290,000 active | Tyrosine-protein phosphatase non-receptor type 22 (Homo sapiens) | recombinant LYP phosphatase, fluorescence intensity; higher % means a stronger effect;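 further: plate controls were vehicle with enzyme for no effect and no enzyme for full effect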
KOR beta-arrestin-1: KOR agonists, beta-arrestin recruitment, primary screen, cell-based, luminescence, uHTS (AID 1777); KOR beta-arrestin recruitment, luminescence; higher % means a stronger effect; activation, % at 10 µM; hits with a dose series show EC50 in µM; 0.02% of 280,000 active; Kappa-type opioid receptor (Homo sapiens); in the data active means activation above about 50%, passing the limit was not always enough; further: a part of the inactive calls stands beside numbers as strong as those of hits
HIV peptide binding: inhibitors of HIV fusion peptide binding, primary screen, biochemical, uHTS, fluorescence dequenching (AID 1986); inhibition, % at 20 µM; hits with a dose series show IC50 in µM; cell-free peptide binding, fluorescence dequenching, 30 min; higher % means a stronger effect; 0.3% of 290,000 active; in the data active means inhibition mostly above about 52%, no sharp cut-off; inactive means mostly below about 76%; further: some results filed as inactive read as strong as hits
NOD2 inhibition: NOD2 signaling inhibitors, cell-based, luminescence, uHTS, HEK293 (AID 1566) | HEK293 NOD2/NF-kB luciferase reporter, luminescence; higher % means a stronger effect | one-dose inhibition, % at 4 µM; EC50 in µM for titrated hits | 0.63% of 290,000 active; further: many of its hits are not listed in these tables
Myeloid diff 2: induction of myeloid progenitor differentiation, primary screen, cell-based, flow cytometry, MLPCN library | 1% of 360,000 active | AID 624256, 2012 | calls only at 10 µM | ER-HoxA9 myeloid progenitors, lysozyme-GFP differentiation;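 active means normalized GFP-positive differentiation at or above the plate's own cutoff, the solvent-only control mean plus 3 SD; inconclusive means no clear call, values can overlap the other calls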;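 further: cells exposed to compound for four days before flow analysis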
KOR beta-arrestin-2: KOR antagonists, beta-arrestin recruitment, cell-based, luminescence, uHTS (AID 1778). Kappa-type opioid receptor (Homo sapiens). KOR beta-arrestin recruitment, luminescence, antagonist mode; higher % means a stronger effect. inhibition, % at 10 µM, or IC50 in µM where a hit was titrated. 0.091% of 290,000 active; further: strong numbers were not always called active
PhoP inhibition: inhibitors of PhoP regulon expression, primary screen, Salmonella Typhimurium, GFP reporter (AID 1863); 0.16% of 300,000 active; S. Typhimurium PhoP-regulated promoter GFP reporter, 4 h; higher % means a stronger effect; inhibition, % at 50 µM, or IC50 in µM where a hit was titrated;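 active means inhibition over 29.93%, a cutoff 3 SD above the screen mean, later confirmed by dose response; inconclusive means inhibition over 29.93% but no dose response follow-up; inactive means inhibition at most 29.93% or unconfirmed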;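 further: 0% = low Mg2+ inducing control and 100% = high Mg2+ repressing control; strong numbers were not always called active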
Myeloid diff 2 GFP+ MAC1+ %: second read-out of Myeloid diff 2, no call of its own (marks repeat the call); GFP+ MAC1+ double positive, %; measured here: differentiation confirmed by MAC1 staining
An asterisk follows results filed as active; i = inactive; ? = inconclusive; . = no result given; [ ] = another dose, or the depositor's remark. Unless noted, no stated cut-off is given here; in the data, active means inhibition above about 50%; inactive means the rest. An excerpt; count on the stated rates, not on these rows.

The line under a structure holds: SIAH1 antagonists, NOD1 inhibition, LYP inhibition, KOR beta-arrestin-1, HIV peptide binding, NOD2 inhibition, Myeloid diff 2, Myeloid diff 2 GFP+ MAC1+ %, KOR beta-arrestin-2, PhoP inhibition
O=C(NCCCN1CCCC1=O)NC1CCCCC1
  5%, 7%, -5%, 1.0%, 1.2%, -1%, i, 0.9, -34%, 2%
O=C(COC(=O)CCc1c[nH]c2ccccc12)NCc1ccc2c(c1)OCO2
  -4%, -26%, -5%, -0.5%, -1.7%, 18%, i, 0.5, 19%, 2%
CCOc1ccc(C(=O)NC2CCN(C(=O)N3CCCC3)CC2)cc1
  -1%, 5%, -8%, -6.2%, -2.7%, 8%, i, 1.0, -36%, -2%
CCCCCSc1nnc(-c2cc(Br)ccc2N)c(=O)[nH]1
  1%, 1%, -2%, 2.8%, 1.1%, 7%, i, 0.5, -9%, -6%
COc1ccccc1Oc1ccc2c(c1)C(=O)N(CC1CCCO1)C2=O (stereo not drawn)
  16%, -2%, -4%, 0.6%, -0.4%, 8%, i, 0.4, -1%, -3%
CC(=O)c1ccc(S(=O)(=O)N2CCC(NC(=O)c3ccccc3)CC2)cc1
  -5%, -36%, -6%, -0.3%, -0.7%, 7%, i, 1.2, -38%[20 µM], 11%
Cc1cc(C(=O)Nn2c(C)nc3ccccc3c2=O)ccc1[N+](=O)[O-]
  -6%, -45%, 2%, 0.2%, -0.3%, 8%, i, 0.2, -17%, -9%
O=C(NCC1CCCO1)c1cc(C(=O)C2CC2)c[nH]1 (stereo not drawn)
  -1%, -16%, 2%, -1.2%, -1.5%, 17%, i, 0.6, -18%, -3%
Cc1ccc2c(c1)c1c(n2CC(O)Cn2c(C)nc3ccccc32)/C(=N\O)CCC1 (stereo not drawn)
  -4%, -13%, 12%, 1.1%, -2.3%, 2%, ., ., -26%, 7%
COc1ccc(/C=N/NC(=O)c2cccnc2)cc1COc1ccc([N+](=O)[O-])cc1
  -5%, -3%, 5%, -2.7%, -2.7%, -16%, i, 0.1, 0%, -3%
CCOC(=O)c1nnc(-c2ccccc2)[nH]c1=O
  7%, -27%, -8%, -0.4%, -2.7%, -6%, i, 0.2, 7%, -9%
CCC(C)[C@@H](C(=O)N1CCNCC1)n1cc(CCCCN)nn1 (stereo partly drawn)
  7%, -18%, -3%, 2.8%, 0.9%, 19%, i, 2.0, -13%, -6%
CC(C)(C)NC(=O)CN(CCc1ccccc1)C(=O)c1csnn1
  1%, -17%, -2%, ., -0.2%, 6%, i, 0.3, -12%[20 µM], -2%
Cn1c(=O)cc(Cl)[nH]c1=O
  -6%, -26%, -1%, -0.6%, -0.5%, 12%, i, 0.2, 12%, 0%
CC(=O)c1ccc(S(=O)(=O)N2CCCC(N(C)CCc3ccccc3)C2)cc1 (stereo not drawn)
  2%, 18%, -10%, 2.3%, 3.2%, 6%, i, 0.5, -20%, -4%
CCOC(=O)c1nnn2c1nc(N1CCN(C)CC1)c1ccccc12
  1%, -1%, -4%, ., -0.3%, -4%, i, 0.1, -9%, -5%
Cn1c(=O)c(=O)n(C)c2cc(S(=O)(=O)NCCOc3ccccc3)ccc21
  -1%, -20%, 0%, 5.2%, -0.4%, -2%, i, 0.3, -12%, 12%
CCCNC(=O)CCNC(=O)c1ccc(C(C)(C)C)cc1
  -1%, -14%, -3%, 4.4%, 0.7%, -5%, i, 1.2, -28%, -20%
CC(C)C(=O)Nc1ccc(NC(=O)c2cccc(F)c2)cn1
  8%, -46%, -6%, 3.8%, -1.6%, -31%, i, 0.9, -15%, -1%
COC(=O)C1CCN(C(=O)COC(=O)c2ccc(OC)c(S(=O)(=O)N3CCCc4ccccc43)c2)CC1
  -3%, -12%, -7%, -2.7%, -0.9%, 12%, i, 0.8, 10%, -5%
CCc1ccc(CC(=S)N2CCOCC2)cc1
  3%, -34%, -5%, -5.4%, 1.6%, 4%, i, 0.1, -10%, -3%
CCOC(=O)CSc1nc(C)cc(C)c1C#N
  -2%, -32%, -2%, -3.8%, 0.6%, -8%, i, 1.0, -7%, 6%
O=C(NCCc1ccccc1)C1CCN(S(=O)(=O)c2ccc(Br)s2)CC1
  13%, -12%, -6%, -3.6%, 0.2%, -7%, i, 0.5, 32%, 12%
COc1cccc(CNC(=O)c2nnn(CC(=O)Nc3c(C)cccc3C)c2N)c1
  5%, -18%, -6%, -1.2%, 1.3%, 4%, i, 0.0, 38%, -5%
CCC(=O)Nc1cc(=O)[nH]c2nc(-c3ccc(Cl)cc3)nn12
  -1%, 11%, -7%, -0.2%, 1.9%, 24%, i, 0.8, 15%, -2%
CCCC(=O)Nc1ccccc1NC(=O)c1cc(OC)c(OC)c(OC)c1
  2%, -3%, -3%, -4.8%, 0.0%, -5%, i, 1.6, -31%, 6%
CN(C)c1ccc(C2C3C(=O)N(c4ccc(C(=O)O)cc4)C(=O)C3ON2c2ccccc2)cc1 (stereo not drawn)
  0%, -15%, -9%, -1.0%, -0.1%, 0%, i, 0.5, 36%, -4%
CCOC(=O)C1=C(C)OC(N)=C(C(=O)OCC)C1c1cccnc1 (stereo not drawn)
  -4%, -13%, 7%, -0.7%, 0.3%, -8%, i, 5.9, 20%, 6%
CC1=C(C(=O)OCC2CCCO2)C(c2ccc(C)cc2)C2=C(CC(C)(C)CC2=O)N1 (stereo not drawn)
  -1%, 12%, -6%, ., 0.0%, 13%, i, 0.1, -40%[20 µM], 7%
CCn1cc(C2=NC(c3ccccc3)CO2)c2ccccc21 (stereo not drawn)
  -3%, -23%, -4%, -1.3%, -0.1%, 8%, i, 3.6, 10%, 3%

Another view of two compounds above.
Compound	SIAH1 antagonists	NOD1 inhibition	LYP inhibition	KOR beta-arrestin-1	HIV peptide binding	NOD2 inhibition	Myeloid diff 2	Myeloid diff 2 GFP+ MAC1+ %	KOR beta-arrestin-2	PhoP inhibition
Cn1c(=O)cc(Cl)[nH]c1=O	-6%	-26%	-1%	-0.6%	-0.5%	12%	i	0.2	12%	0%
O=C(NCCc1ccccc1)C1CCN(S(=O)(=O)c2ccc(Br)s2)CC1	13%	-12%	-6%	-3.6%	0.2%	-7%	i	0.5	32%	12%

More compounds follow:
The line under a structure holds: SIAH1 antagonists, NOD1 inhibition, LYP inhibition, KOR beta-arrestin-1, HIV peptide binding, NOD2 inhibition, Myeloid diff 2, Myeloid diff 2 GFP+ MAC1+ %, KOR beta-arrestin-2, PhoP inhibition
CC(C)(CN1CCCCC1)NS(=O)(=O)c1ccc(Cl)cc1
  6%, -29%, -2%, 5.8%, 0.9%, -15%, i, 0.5, -15%, 9%
O=C(COc1ccc(C(=S)N2CCCC2)cc1)Nc1ccccc1C(F)(F)F
  2%, -34%, -10%, -2.9%, 1.6%, -4%, i, 0.6, 9%, 5%
CCOC(=O)c1[nH]c(C)c(C(=O)NC)c1C
  4%, -9%, 0%, 3.2%, 2.9%, -3%, i, 1.2, -10%, 11%
CC1CCCCN1CCNC(=O)c1ccc2c(c1)N(Cc1ccccc1)C(=O)c1ccccc1S2(=O)=O (stereo not drawn)
  -3%, -17%, -9%, -3.9%, -0.6%, -11%, ?, ., -47%, -1%
Cc1cc(C)nc(Nc2n[nH]c(Cc3ccccc3)n2)n1
  4%, -29%, 0%, 7.0%, 2.7%, 12%, ., ., -18%, 5%
c1cc2c(cc1OCCNC1CCCC1)CCC2
  0%, -21%, 4%, -2.6%, -1.7%, -10%, ., ., 1%, 6%
Cc1ccc(C)c(NC(=O)CSc2nncn2C)c1
  9%, -9%, -6%, -1.4%, 1.3%, 12%, i, 0.2, -28%[20 µM], -2%
CC(=O)N1CCc2cc(S(=O)(=O)Nc3ccccc3N3CCN(C)CC3)ccc21
  4%, 2%, -8%, -8.3%, -3.6%, 10%, i, 4.2, 42%, 4%
O=C(CCn1c(=S)oc2ccccc21)Nc1cc([N+](=O)[O-])ccc1F
  4%, -5%, -4%, -6.8%, -0.5%, 11%, i, 0.4, 2%, .
Cc1cc2cc(CCNC(=O)CCc3ccccc3)c(=O)[nH]c2cc1C
  3%, -12%, -7%, -5.0%, 1.7%, 15%, i, 3.1, -30%[20 µM], .
Cc1ccc(-n2cnc(=O)c3cccnc32)cc1
  -1%, -2%, -1%, 1.0%, -0.4%, -7%, i, 1.9, -10%, -10%
C=C(C)[C@@H]1CC=C(CN2CCC(N3CCC(C(=O)N4CCCC4)CC3)CC2)CC1
  1%, 14%, -8%, -5.0%, 0.1%, 10%, i, 0.6, -14%, -10%
COc1ccc(C2Nc3ccccc3C(=O)N2c2ccc(Cl)cc2)cc1Cn1cc([N+](=O)[O-])cn1 (stereo not drawn)
  1%, -33%, -2%, 3.3%, 0.3%, -109%, i, 0.3, 35%, 26%
Cc1ccccc1NC(=S)NCC(c1cccnc1)N1CCOCC1 (stereo not drawn)
  -9%, 10%, -7%, -2.6%, -1.5%, 13%, i, 0.6, 19%, -2%
O=C(c1cc2ccccc2oc1=O)N1CCN(c2ncccn2)CC1
  -4%, -20%, 4%, -1.1%, 2.2%, -17%, i, 0.7, -8%, 6%
CCc1nnc(NS(=O)(=O)c2ccc(N3C(=O)c4ccc(C(=O)O)cc4C3=O)cc2)s1
  0%, -29%, 2%, 4.9%, 2.7%, -21%, i, 0.0, 15%, 2%
CCCn1c(NCc2ccccc2NS(=O)(=O)c2ccc(C)cc2)nc2ccccc21
  15%, 24%, 7%, 0.0%, -2.8%, -5%, i, 0.6, 19%, -8%
CCOC(=O)c1c(Cc2ccc(Cl)cc2)c[nH]c1C
  9%, -20%, 2%, -2.8%, 0.3%, -28%, i, 0.1, 32%, -3%
CC1=CCC2C(=O)N(c3ccc(OC(=O)c4ccco4)cc3)C(=O)C2C1 (stereo not drawn)
  14%, -19%, -6%, -2.3%, 1.1%, 14%, i, 0.8, -7%, 2%
OCC1(Cc2ccc(Cl)cc2)CCN(Cc2ccc3nsnc3c2)CC1
  4%, -8%, -6%, -2.6%, -0.1%, 15%, i, 0.1, -17%, -8%
Nc1nonc1-c1noc(-c2ccccc2)n1
  6%, -10%, -1%, -5.5%, -0.7%, 13%, i, 0.4, 6%, 12%
COc1ccc(C2=CC(=O)OC(C)(c3ccccc3)O2)cc1 (stereo not drawn)
  -3%, -17%, -3%, 6.2%, -2.4%, -23%, i, 0.6, ., 20%
O=C(CCCN1C(=O)C(c2ccccc2)Oc2cccnc21)NCc1ccccc1F (stereo not drawn)
  -1%, -3%, -6%, 1.9%, -1.6%, 15%, i, 0.0, -2%, 1%
COc1ccc2c(c1)O[C@@H](c1ccc3c(c1)OCO3)[C@H](OC(=O)Nc1cc(OC)c(OC)c(OC)c1)C2=O
  0%, -6%, 2%, -1.2%, 1.3%, 15%, ., ., 5%, 7%
